NR1D1 modulator – Rev-erb alpha (human) modulation. 0.79% of 370,000 active. AID 1259318. activity, % at 10 µM. P20393. Rev-erbα–FITC-DNA binding, fluorescence polarization, 90 min;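 active = activity above about 14%, limit read from the data; passing the limit was not always enough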;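 note: 0% = DMSO wells with 35 nM protein and 100% = DMSO wells with 750 nM protein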
Target sequence (P20393 whole entry, looked up): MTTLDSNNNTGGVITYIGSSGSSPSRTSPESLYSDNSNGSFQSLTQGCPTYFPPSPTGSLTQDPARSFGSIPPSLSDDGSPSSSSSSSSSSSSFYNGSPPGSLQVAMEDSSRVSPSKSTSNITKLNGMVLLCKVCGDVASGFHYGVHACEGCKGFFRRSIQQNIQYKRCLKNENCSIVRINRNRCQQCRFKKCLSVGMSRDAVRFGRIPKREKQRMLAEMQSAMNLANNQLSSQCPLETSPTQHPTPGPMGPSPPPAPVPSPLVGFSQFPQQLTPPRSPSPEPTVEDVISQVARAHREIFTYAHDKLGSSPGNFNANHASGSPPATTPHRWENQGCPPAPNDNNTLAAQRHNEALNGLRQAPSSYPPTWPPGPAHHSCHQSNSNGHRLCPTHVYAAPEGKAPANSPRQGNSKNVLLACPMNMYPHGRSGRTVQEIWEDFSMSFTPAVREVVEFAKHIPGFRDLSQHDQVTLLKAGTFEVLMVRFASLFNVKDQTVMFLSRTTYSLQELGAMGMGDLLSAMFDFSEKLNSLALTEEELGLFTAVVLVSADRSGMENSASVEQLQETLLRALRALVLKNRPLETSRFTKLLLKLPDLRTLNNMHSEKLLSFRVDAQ
ABHD4 inh – inhibits mouse alpha/beta hydrolase domain 4; purified mABHD4, FP-Rh probe fluorescence polarization; 0.54% of 370,000 active; AID 720543; inhibition, % at 8.92 µM; Q8VD66;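 active = inhibition exceeding the mean over every tested compound plus 3 SD, cut at about 30% in these data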;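 note: 0% = plate median of compound wells and 100% = S159A mutant with DMSO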
Target sequence (Q8VD66 whole entry, looked up, the tested form may be a part): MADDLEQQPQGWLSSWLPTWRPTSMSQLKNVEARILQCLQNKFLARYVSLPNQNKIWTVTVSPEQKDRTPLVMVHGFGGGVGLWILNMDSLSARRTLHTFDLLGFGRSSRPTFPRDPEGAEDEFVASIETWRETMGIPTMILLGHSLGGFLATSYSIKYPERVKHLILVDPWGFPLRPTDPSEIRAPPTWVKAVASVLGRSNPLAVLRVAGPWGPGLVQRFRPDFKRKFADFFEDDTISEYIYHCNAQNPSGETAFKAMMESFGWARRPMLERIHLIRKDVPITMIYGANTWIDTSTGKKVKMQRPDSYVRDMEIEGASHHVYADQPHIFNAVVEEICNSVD
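Test system: mouse ABHD4 enzyme, wild type. Reagent: FP-Rh fluorescent activity-based probe, added after compound pre-incubation. Timing: pre-incubation 45 min, probe exposure 60 min, at 25 °C. Technique: FP readout, ex 525 nm / em 598 nm. Benchmarks: high control S159A mutant with DMSO, low control median of compound wells.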
SMARCA2 activ – activators of SMARCA2 function | MG213 cells, MMTV-luciferase reporter, dexamethasone, overnight | activation, % at 9.1 µM | 1% of 370,000 active; in the data active = activation above about 7.8%;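 note: 0% = vehicle wells and 100% = reference activator wells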
GC-A act – GC-A (human) enzyme activation | P16066 | HEK293 GC-A cells, cGMP TR-FRET, EC30 ANP; 0% at EC30 ANP, 100% saturating ANP | activation, % at 10 µM | 0.14% of 370,000 active; in the data active = activation above about 40%
rCAG binder – molecules binding r(CAG) RNA repeats. 1.3% of 370,000 active. AID 651821. r(CAG) RNA repeat, TO-PRO-1 dye displacement fluorescence. inhibition, % at 3 µM;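 active = inhibition above the plate cutoff, the mean of all test compounds on that plate plus 3 SD, cut at about 35% in these data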;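 note: 0% = DMSO alone and 100% = 100 µM mitoxantrone as full dye displacement; higher means more dye released from RNA so lower well fluorescence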
ASAP1 GAP inh – blocks human ASAP1-stimulated Arf1 GTP hydrolysis | 0.19% of 360,000 active | inhibition, % at 16.5 µM | GDP FP detection | Q9ULH1 | AID 624377; in the data active = inhibition above about 25%;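 note: 0% = vehicle with enzyme and substrate and 100% = no enzyme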
NPR2 activator – GC-B (human) receptor activation; HEK293-GC-B cells, CNP EC30, cGMP TR-FRET; 0% at EC30 CNP, 100% saturating CNP; activation, % at 10 µM; 0.11% of 370,000 active;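 active = activation at 10 µM reaching about 35% in either raw or pattern-adjusted values, limit read from the data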
HTRA1 inh – inhibitors of human serine peptidase HTRA1; 0.5% of 340,000 active; Q92743; AID 504803; recombinant HTRA1, FP-rhodamine activity-based probe, fluorescence polarization; inhibition, % at 5.96 µM; in the data active = inhibition above about 36%;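 note: 0% = enzyme with DMSO and 100% = wells lacking enzyme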
ARFGAP1 inh – inhibits rat ARF GTPase activating protein 1; Q62848; Arfgap1-stimulated ARF1 GTP hydrolysis, GDP FP detection; inhibition, % at 16.5 µM; 0.26% of 360,000 active; AID 651572;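 active = inhibition above a per-plate limit, mean inhibition of low control wells plus 3 SD, cut at about 25% in these data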;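 note: 0% = DMSO wells with enzyme and 100% = wells lacking Arfgap1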
Target sequence (Q62848 1-136 limits assumed): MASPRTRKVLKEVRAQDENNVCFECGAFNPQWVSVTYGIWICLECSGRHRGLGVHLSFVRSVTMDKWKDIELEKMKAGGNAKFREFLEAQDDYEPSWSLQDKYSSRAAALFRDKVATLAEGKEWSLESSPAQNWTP
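system = rat Arfgap1 catalytic domain, aa 1-136 | technique = FP, GDP Alexa 633 tracer displaced from anti-GDP antibody, 620/688 nm | compound = one concentration, 16.5 µM, DMSO 1.26% | medium = HEPES-based buffer, pH 7.5 | timing = compound-enzyme preincubation 20 min, reaction 120 min, detection 60 min, 25 °C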
PG9 binder – small molecules binding HIV-1 gp120 antibody PG9; 0.43% of 360,000 active; TR-FRET gp120-PG9 antibody binding; inhibition, % at 6.7 µM; in the data active = inhibition above about 8.5%
Numbers without * were called inactive; . = not tested or not shown; & = joins results of further samples.

item	mol	NR1D1 modulator	ABHD4 inh	SMARCA2 activ	GC-A act	rCAG binder	ASAP1 GAP inh	NPR2 activator	HTRA1 inh	ARFGAP1 inh	PG9 binder
1	O=C1NC(Cc2ccccc2)c2nc3cc(F)ccc3c(=O)n2-c2ccc(Cl)cc21 (configuration not stated)	-4	-11	-1	-8	0	13	-3	.	2	-0.1
2	CCCCCn1nnnc1C1c2ccccc2C(=O)N1Cc1ccco1 (configuration not stated)	17*	-1	0	-1	1	12	0	.	2	3.8
3	Cc1ccc(N(CC2CO2)S(=O)(=O)c2ccc(C)cc2)cc1 (configuration not stated)	4	-6	-5	-8	-5	-13	-6	1	2	-0.6
4	NC(CSC(c1ccccc1)(c1ccccc1)c1ccccc1)C(=O)O (configuration not stated)	11	3	2	-1	11	2	-2	-27	2	-1.6
5	CC(C)(C)c1ccc(C(=O)N2CCC2(C)C(=O)Nc2cnc3ccccc3c2)cc1 (configuration not stated)	6	7	-3	-5	4	-14	0	.	-10	-0.4
6	COc1cc(/C=C2/C(=O)NN(c3ccc(C)c(Cl)c3)C2=O)cc([N+](=O)[O-])c1O	4	63*	3	2	98*	-2	3	30	-11	-7.8
7	O=C1N[C@@H](c2ccccc2)COC(=O)[C@H](Cc2ccc(F)cc2)CC/C=C/C[C@H]1CC(=O)N(CCO)Cc1ccccc1	-2	2	6	-6	6	6	-3	-20	-4	-2.1
8	O=C(O)c1ccccc1C(=O)c1cccc2c(F)cccc12	6	3	2	6	5	2	2	-3	-8	4.9
9	CC(Nc1ccc(Cl)cc1)C(=O)NN (configuration not stated)	4	6	-3	0	3	-4	1	-1	11	0.0
10	CCN1CCN(Cc2ccc(NC(=O)c3ccc(C)c(NC(=O)c4c[nH]c5cc(C(F)(F)F)ccc5c4=O)c3)cc2C(F)(F)F)CC1	1&-4	-33&-42	-13&1	4&-2	15&0	43*	-5&-5	-72&-58	45*	-2.2&-0.3
11	Cc1noc(C)c1CSc1nnc2n(-c3ccccc3)c(=O)c3ccccc3n12	-2	-1	-3	2	8	5	0	0	6	-0.4
12	CCc1ccc(-c2nc(CN3CCCC(C(=O)O)C3)c(C)o2)cc1 (configuration not stated)	-1	4	0	0	2	7	-3	-3	11	-0.3
13	CC1=C(C(=O)N(C)C)CC(CC(=O)NCCCCc2ccccc2)C(=O)N1Cc1ccccc1 (configuration not stated)	0	9	-4	1	-2	13	-1	-1	8	-0.6
14	CCCCn1nnnc1SCC(=O)N1CCN(C(=O)c2ccco2)CC1	0	3	-2	-1	-3	1	-2	-3	0	0.5
15	CC(=O)CC1(O)C(=O)N(CN2CCN(c3ccccc3)CC2)c2ccccc21 (configuration not stated)	7	2	-1	1	-2	9	3	-1	-11	1.2
16	CNc1ccc(Br)cc(C(=O)/C=C/c2ccc3c(c2)OCO3)c1=O	-11	40*	2	1	33	0	3	44*	5	-1.9
17	COc1ccc2nc(-c3ccc(CN4CCC(c5nc6ccccc6[nH]5)CC4)cc3)c(-c3ccccc3)nc2c1	-5	8	8	-3	12	13	12	.	-3	1.6
18	O=C(CN1C(=O)NC2(CCCCCC2)C1=O)N1CCN(S(=O)(=O)c2ccc(Cl)cc2)CC1	2	7	1	1	-4	2	-3	-1	7	0.3
19	CCOC(=O)CC1C(=O)NCCN1S(=O)(=O)c1ccccc1Cl (configuration not stated)	-3	6	1	0	-4	4	1	0	8	0.7
20	Cc1cc(C)c(C(=O)/C=C/C=C/c2ccccc2)c(=O)[nH]1	3	0	1	3	3	-4	-3	0	8	-0.6
21	CN(c1ccccc1)C(c1ccc(F)cc1)c1nnnn1CC1CCCO1 (configuration not stated)	5	-2	5	-11	-4	-6	-2	-4	4	-0.1
22	COc1ccc(-n2nc(C(=O)NCC(=O)NC(C)C)c3ccccc3c2=O)c(OC)c1	-2	-1	-1	4	-1	3	2	-2	1	1.4
23	CC(C(=O)NCCc1ccc(Cl)cc1)n1c(=O)c2cccn2c2cccnc21 (configuration not stated)	-2	-1	-3	-15	-5	3	-5	-7	-2	0.8
24	CCCCCCCCCC(=O)NNC(=O)c1c(O)c2ccccc2n(CCC)c1=O	0	4	1	-1	4	-2	5	-6	9	-0.5
25	CCN(CC)CC(=O)Nc1ccc2c(c1)N(C(=O)CN(CC)CC)c1ccccc1CC2	3	0	0	-1	-9	-4	-3	1	-16	1.0
26	O=C(NC1CCCCCC1)C1c2ccccc2C(=O)N1Cc1ccco1 (configuration not stated)	-1	6	-2	-6	14	-3	0	-2	-1	-1.1
27	O=C(c1cccc(Cl)c1)N1CCC(N2CCC(C(=O)N3CCOCC3)CC2)CC1	7	-5	-3	3	-4	9	-2	2	-2	0.5
28	CC(=NNS(=O)(=O)c1cccc([N+](=O)[O-])c1)c1ccc(-n2ccnc2)cc1	3	9	-2	-3	3	-11	-3	3	-6	0.6
29	Cc1ccccc1-c1cccc([C@@H]2C[C@H]3[C@H](CON3C)CN2C)c1	0	-5	-5	-1	-3	12	2	-1	13	0.8
30	CCN(CC)S(=O)(=O)c1cccc(N2CC(O)=C(c3ccccc3)C2=N)c1	-7	-3	1	-3	0	-5	-2	1	1	-1.3
31	CCc1nonc1NC(=O)c1oc2ccc(C)cc2c1C	4	-6	1	3	2	-4	2	-4	5	-0.6
32	Cc1cc(-c2n[nH]c(=S)n2Cc2ccco2)n(C)n1	-3	-2	-3	0	1	-9	-1	5	-4	-2.5
33	CCN1CCN(c2ccc(S(=O)(=O)N3CCCCC3)cc2NC(=O)c2ccc([N+](=O)[O-])s2)CC1	4	15	-1	-7	1	-12	-4	-8	-7	0.2
34	O=C1N=C(N2CCc3ccccc3C2)S/C1=C\c1cccc(O)c1	-9	-11	0	-6	5	0	-5	-27	6	-1.7
35	COCCNc1nc2c(c(=O)[nH]c(=O)n2C)n1CCCc1ccccc1	-5	-2	2	0	2	-6	4	2	1	-1.1
36	COc1ccc(C(=O)NCC(=O)OCC(=O)N2CC(C)CC(C)C2)cc1 (configuration not stated)	6	3	-2	-1	-4	-4	3	-1	4	-1.0
37	Cc1ccccc1Cn1ccc(-c2ccc(Cl)cc2)c(C#N)c1=O	2	-1	1	-1	1	6	2	0	4	-1.4
38	COc1ccc(C(=O)NC(=S)NCCO)cc1Br	-6	5	-1	-4	1	0	-4	-1	-2	-3.5
39	Cn1c(=O)c2c(SCC(=O)N3CCCCC3)nc(-c3ccccc3F)nc2n(C)c1=O	17	13	-1	8	1	-3	1	-5	11	-0.8
40	Cc1ccc(Nc2c(-c3ccc(N4CCOCC4)cc3)nc3ncccn23)c(C)c1	4	6	-5	16	5	-3	3	0	1	3.0
41	Cc1ccc(C(=O)OCC(=O)N2CCC(c3ccccc3)=N2)c(C)c1	-1	-5	-2	1	-2	7	3	1	2	-0.7
42	CNC(=O)c1c[nH]c2ccc(S(=O)(=O)Nc3ccccc3F)cc2c1=O	-2	8	-2	3	8	4	0	2	13	12*
43	Cc1ccc(/C=N/NC(=O)CSc2nc3ccccc3n2Cc2ccc(Cl)cc2)o1	-5	-3	-1	5	5	6	5	-62	2	-2.1
44	O=C(NCCc1ccccc1Cl)[C@@H]1CCCN1C(=O)[C@@H](NC(=O)N1CCOCC1)C1CCCCC1	5	3	-3	-4	-2	-6	-5	.	-6	-0.2
45	COCC(C)n1c(C)cc(C(=O)Cn2nc(C(=O)O)c3ccccc3c2=O)c1C (configuration not stated)	-4	0	1	1	-5	0	-3	-5	18	-0.5
46	Cc1nc(N2CCCCC2)sc1C(=O)c1cccc([N+](=O)[O-])c1	-4	9	3	2	-5	10	8	-1	-4	-0.7
47	O=C(Nc1nc2c(s1)CCCC2)c1ccc(Br)s1	8	27	-2	5	18	0	-1	-26	-11	-0.4
48	O=C(CSc1nc2ccc(NC(=O)CSc3nnnn3Cc3ccccc3)cc2s1)Nc1ccccc1	1	-9	-2	0	15	11	-3	-27	-3	0.4
49	COc1ccc(O)c(/C=N/N=C2/C(=O)Nc3ccccc32)c1	-1	2	1	-4	4	12	-6	2	12	-5.9
50	COc1ccc(C(O)c2nc3ccccc3n2C)cc1OC (configuration not stated)	-4	3	-6	2	-1	-5	3	4	-16	-1.2
51	COc1ccc(OC)c(-c2cc(C(=O)Nc3c(C)nn(Cc4ccccc4)c3C)no2)c1	1	4	-2	-3	3	13	1	-50	2	1.1
52	COc1cccc(-c2nn(C)c3sc(C(=O)NCc4ccco4)cc23)c1	4	-48	8	-3	6	2	-1	-35	0	-1.4
53	O=C(COC(=O)/C=C/c1ccco1)NCc1ccc(Cl)cc1	6	-4	-4	-1	7	-3	-1	0	0	0.7
54	Cc1cc(C)c2c(N)c(C(=O)c3ccc(Br)cc3)oc2n1	1	-1	-3	-9	2	-2	-10	-14	-14	-0.4
55	O=c1c[n+]([O-])c2ccccc2n1OCc1c(F)cccc1F	5	10	-1	-3	0	11	-4	-10	10	-2.1
56	CN1CCC(N(C)C(=O)c2cccc(S(=O)(=O)N3CCOCC3)c2)CC1	4	6	-2	-1	-1	8	-2	4	5	-1.0
57	N/C(Cc1ccc([N+](=O)[O-])cc1)=N\OC(=O)COc1cccc2ccccc12	-2	.	.	-2	.	.	-3	-18	.	.
58	Cc1ccc(CSc2ccc(-c3ccco3)nn2)cc1	-1	5	2	-1	10	-12	5	-11	-18	-1.5
59	O=C1CCC(CNc2ccccc2)N1c1ccccc1 (configuration not stated)	-1	0	.	0	.	.	-1	.	.	.
60	N#CCCN(C(=O)COC(=O)c1ccc(S(=O)(=O)N2CCCC2)cc1)c1cccc(Cl)c1	-2	2	3	1	5	-3	3	6	2	-0.6

Other compounds follow:
item	mol	NR1D1 modulator	ABHD4 inh	SMARCA2 activ	GC-A act	rCAG binder	ASAP1 GAP inh	NPR2 activator	HTRA1 inh	ARFGAP1 inh	PG9 binder
61	O=C(N/N=C\c1ccc(Sc2ccccn2)o1)c1cccc(Br)c1	3	-18	-2	-3	8	7	-3	-18	5	-1.6
62	O=C(O)CSCCCC(=O)Nc1ccc(Br)cc1	0	-5	-1	1	0	1	-6	11	0	-3.3
63	CCC1Oc2ccccc2N(CC(=O)NCCCN2CCOCC2)C1=O (configuration not stated)	7	5	-4	-1	2	3	4	-5	3	0.5
64	COc1ccc(CNC(=O)COc2ccccc2C(=O)c2cnn(-c3ccccc3)c2)cc1OC	-3	8	5	5	9	12	2	-16	2	-0.2
65	COC(=O)Cc1cc(=O)n(-c2nc3ccccc3[nH]2)[nH]1	-2	17	3	-1	42*	0	0	36	-3	-0.8

Exported screen by screen: entries from further up.
[61] O=C(N/N=C\c1ccc(Sc2ccccn2)o1)c1cccc(Br)c1
[62] O=C(O)CSCCCC(=O)Nc1ccc(Br)cc1
[63] CCC1Oc2ccccc2N(CC(=O)NCCCN2CCOCC2)C1=O (configuration not stated)
[64] COc1ccc(CNC(=O)COc2ccccc2C(=O)c2cnn(-c3ccccc3)c2)cc1OC
screen / no. | 61 | 62 | 63 | 64
NR1D1 modulator | 3 | 0 | 7 | -3
ABHD4 inh | -18 | -5 | 5 | 8
SMARCA2 activ | -2 | -1 | -4 | 5
GC-A act | -3 | 1 | -1 | 5
rCAG binder | 8 | 0 | 2 | 9
ASAP1 GAP inh | 7 | 1 | 3 | 12
NPR2 activator | -3 | -6 | 4 | 2
HTRA1 inh | -18 | 11 | -5 | -16
ARFGAP1 inh | 5 | 0 | 3 | 2
PG9 binder | -1.6 | -3.3 | 0.5 | -0.2
